CHT allo act: CHT positive allosteric modulators, primary screen, cell-based, membrane potential dye, choline EC20 | High affinity choline transporter 1 (Homo sapiens), Q9GZV3 | CHT-expressing cells; active compounds read high; LV-AA mutant CHT in HEK293 cells | B-score at 10 µM | actives 0.49% (n = 310,000) | AID 488977, 2010;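 active means initial fluorescence not abnormally high and integrated response B-score, plate-corrected, over 3 SD above library mean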
Target sequence (Q9GZV3 whole entry, looked up): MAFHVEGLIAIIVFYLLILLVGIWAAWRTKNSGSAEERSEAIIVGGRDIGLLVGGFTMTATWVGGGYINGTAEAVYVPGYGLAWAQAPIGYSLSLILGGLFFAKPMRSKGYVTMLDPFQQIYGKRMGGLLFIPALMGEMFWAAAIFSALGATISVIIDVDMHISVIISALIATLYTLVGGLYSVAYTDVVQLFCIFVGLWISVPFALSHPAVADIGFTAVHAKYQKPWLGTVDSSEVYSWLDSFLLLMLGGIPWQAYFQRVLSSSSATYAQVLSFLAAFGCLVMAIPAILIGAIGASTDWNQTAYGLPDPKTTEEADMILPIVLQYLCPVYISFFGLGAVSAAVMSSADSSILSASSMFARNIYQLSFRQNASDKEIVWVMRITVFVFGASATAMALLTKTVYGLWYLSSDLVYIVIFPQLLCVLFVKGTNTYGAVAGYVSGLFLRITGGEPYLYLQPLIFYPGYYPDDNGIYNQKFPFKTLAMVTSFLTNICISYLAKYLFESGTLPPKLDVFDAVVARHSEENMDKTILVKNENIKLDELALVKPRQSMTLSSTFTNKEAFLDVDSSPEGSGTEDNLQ
CHT inh: inhibitors of human choline transporter CHT | actives 0.86% (n = 310,000) | High affinity choline transporter 1 (Homo sapiens), Q9GZV3 | B-score at 10 µM | CHT-expressing cells, membrane potential dye, choline response; active compounds read low;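 active means B-score over 3 SD under the library average, and starting fluorescence ratio not unusually high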;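 further: choline stimulus applied at its EC90 after an EC20 pre-addition; B-score computed on integrated fluorescence ratio after choline addition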
STK33 inh: inhibitors of purified STK33 kinase, primary screen, biochemical, ADP-Glo luminescence, homogeneous, cell-free; Serine/threonine-protein kinase 33 (Homo sapiens), Q9BYT3; MBP phosphorylation; inhibition, % at 10 µM; actives 0.073% (n = 320,000);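 active means inhibition at or above 25%, using the most active replicate where run in duplicate; inactive means inhibition below 25%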
Target sequence (Q9BYT3 whole entry, looked up): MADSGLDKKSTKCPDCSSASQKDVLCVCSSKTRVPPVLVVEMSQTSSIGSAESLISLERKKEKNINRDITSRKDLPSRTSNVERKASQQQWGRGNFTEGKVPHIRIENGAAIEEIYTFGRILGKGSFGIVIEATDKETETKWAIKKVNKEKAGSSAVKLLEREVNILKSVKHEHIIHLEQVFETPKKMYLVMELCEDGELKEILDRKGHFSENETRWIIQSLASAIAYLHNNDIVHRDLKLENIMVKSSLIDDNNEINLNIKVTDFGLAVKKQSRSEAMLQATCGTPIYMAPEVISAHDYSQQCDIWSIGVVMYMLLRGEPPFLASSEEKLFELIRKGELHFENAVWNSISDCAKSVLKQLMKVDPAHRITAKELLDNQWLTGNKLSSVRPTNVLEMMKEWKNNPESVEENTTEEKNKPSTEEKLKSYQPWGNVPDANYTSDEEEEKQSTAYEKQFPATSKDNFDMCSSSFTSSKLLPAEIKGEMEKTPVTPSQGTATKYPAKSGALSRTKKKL
Starred values were filed as active, the others as inactive; i = inactive; . = not tested or not shown; & = joins results of further samples. Not a hit list, and some 1.5% of all compounds hit somewhere here.

Start of the data: the first 4 records as a preview:
SMILES	CHT allo act	CHT inh	STK33 inh
COc1ccc(CCNC(=O)C(=O)NCC2OCCN2S(=O)(=O)c2ccc(Cl)cc2)cc1 (stereo not given)	i	i	-0.2
COc1ccccc1CNC(=O)C1CCN(S(=O)(=O)c2cccc([N+](=O)[O-])c2)CC1	i	i	-1.5
CN1CCN(C(=O)/C=C\c2ccc(Cl)cc2)CC1	i	i	-1.4
Cc1cnc(CNC(=O)C2CCC(=O)N(Cc3ccc(Cl)cc3)C2)[nH]1 (stereo not given)	i	i	-2.8

This part in full, previewed entries included:
SMILES	CHT allo act	CHT inh	STK33 inh
COc1ccc(CCNC(=O)C(=O)NCC2OCCN2S(=O)(=O)c2ccc(Cl)cc2)cc1 (stereo not given)	i	i	-0.2
COc1ccccc1CNC(=O)C1CCN(S(=O)(=O)c2cccc([N+](=O)[O-])c2)CC1	i	i	-1.5
CN1CCN(C(=O)/C=C\c2ccc(Cl)cc2)CC1	i	i	-1.4
Cc1cnc(CNC(=O)C2CCC(=O)N(Cc3ccc(Cl)cc3)C2)[nH]1 (stereo not given)	i	i	-2.8
O=C(CSc1ncnc2nc[nH]c12)Nc1ccc(Br)cc1Cl	i	i	-1.2
N#Cc1c(NC(=O)CN2C(=O)c3ccccc3C2=O)oc(-c2ccccc2)c1-c1ccccc1	i	i	0.5
Cc1ccc(S(=O)(=O)Nc2ccc3c(c2)nc2n3CCN(Cc3ccccc3)C2)cc1	i	i	0.7
Cc1[nH]c2ccccc2c1Cc1nnc(SCc2ccccc2)o1	i	i	-5.8
Cc1ccc(C)c(CSC2=NCCN2C(=O)c2cccs2)c1	i	i	-0.9
CCCNC(=S)Nc1ccc(Oc2ccccc2)cc1	i	i	-1.0
CCN(CC)S(=O)(=O)c1cc(C(=O)Nc2cc(C)[nH]n2)ccc1Cl	i	i	3.9
N#CCCn1cc(C(=O)Nc2ccc(C(=O)O)cc2)c(-c2cccc(Br)c2)n1	i	i	.
Cc1cc(NC(=O)CCC(=O)N(Cc2ccccc2)C2(C(=O)NC3CCCCC3)CCCC2)no1	i	-5.61*	-3.0
O=C1Nc2ccc(Cl)cc2[C@@](C#CC2CC2)(C(F)(F)F)O1	i	i	-1.1
Cc1ccc(C(=O)Nc2cccc(C(F)(F)F)c2)cc1Nc1cnccn1	i	i	-0.4
O=C(c1ccco1)N1CCN(C(c2ccc(F)cc2)c2nnnn2Cc2cccs2)CC1 (stereo not given)	i	i	-1.2
CCC(CC)COC(=O)C1=C(C)NC(=O)NC1c1ccc(N(C)C)cc1 (stereo not given)	i	i	-0.8
Cc1ccc(C(=O)N2CCC(N3CCC(C(=O)N4CCOCC4)CC3)CC2)cc1C	i	i	-0.6
CC(=O)c1cccc(OCC(O)CNCC2COc3ccccc3O2)c1 (stereo not given)	i	i	0.0
Fc1ccc(CSc2ccc(-c3ccco3)nn2)cc1	i	i	-1.2
COC(=NC(C)C)NC(C)C	i	i	-0.9
COc1cc2c(cc1NC(=O)CSc1ccc(C)cc1)oc1ccccc12	i	i	-0.9
Cc1ccc(N(NC(=O)C(O)(c2ccccc2)c2ccccc2)C(=O)CCl)cc1	i	i	-1.3
COc1ccccc1NC(=O)c1ccc(S(=O)(=O)N(C)C)cc1	i	i	0.4
O=C(COC(=O)C1CC1)NC(=O)NCc1ccccc1	i	i	-0.5
COCCOC(=O)C1=C(C)NC2(O)c3ccccc3C(=O)C12O (stereo not given)	i	i	-0.3
Cc1c(NC(=S)N/N=C/C=C/c2ccccc2)c(=O)n(-c2ccccc2)n1C	i	i	-0.7
COc1ccc2c(=O)c(-c3cnn(-c4ccccc4)c3)c(C)oc2c1	i	i	0.3
CCCCCC(=O)Nc1cc(S(=O)(=O)N2CCOCC2)ccc1N1CCN(C)CC1	i	i	-1.5
O=C(NNC1=C(C(=O)C(F)(F)F)CCC1)c1cccc(Cl)c1	i	-9.77*	1.8
COc1ccc(N=Cc2cc(Cc3ccccc3Cl)cc([N+](=O)[O-])c2O)cc1OC	i	-5.97*	-0.6
CCCn1c2c(c(O)c(C(=O)Nc3nccs3)c1=O)CCCC2	i	i	0.2
Clc1ccc(-c2cnc(Oc3ccccc3)nc2)cc1	i	i	.
COCCCNC(=O)/C(C#N)=C/c1cc(C)[nH]c1C	i	i	-1.1
COCCCNC(=O)/C(C#N)=C/c1c(N2CCN(C)CC2)nc2c(C)cccn2c1=O	6.86*	i	-0.4
COC(=O)N1CCN(c2ccc(C)cc2)C(C)C1 (stereo not given)	i	i	-1.7
C/C(=N\OCC(=O)NC(C)C)c1cccs1	i	i	-1.0
Cc1ccc(S(=O)(=O)N2CCCC2C(=O)Nn2cnnc2)cc1 (stereo not given)	i	i	0.5
Cc1cc(C)n(CCNC(=O)CCc2nnc(CCc3ccccc3)o2)n1	i	i	0.0
CC(/C=N/n1c(-c2cc(C)[nH]n2)n[nH]c1=S)=C\c1ccccc1	i	i	0.5
CCOc1ccc(/C=C2\SC(N3CCCCC3)=NC2=O)cc1	i	i	-0.4
CCCCC(Sc1nc(N)c(NC(=O)c2ccco2)c(=O)[nH]1)C(=O)O (stereo not given)	i	i	-1.4
CC(C)CNC(=O)NC(=O)COC(=O)c1ccccc1Sc1ccc(C(F)(F)F)cc1[N+](=O)[O-]	i	i	-1.1
O=C(c1ccccc1)c1ccc(OC(=O)N2CCOCC2)cc1	i	i	-2.0
C#Cc1ccc([C@H]2C=C(C(=O)N3CCN(Cc4ccccc4)CC3)O[C@@H](OCc3ccc(CO)cc3)C2)cc1	i	i	-1.0
O=C(CCCN1C(=O)/C(=C\c2cccs2)SC1=S)NNC(=O)c1cccnc1	i	i	-0.3
Cc1onc(-c2c(Cl)cccc2Cl)c1C(=O)NCCc1ccc(S(N)(=O)=O)cc1	i	i	-1.1
COc1ccccc1CC(=O)Nc1cccc(C(=O)NN2C(=O)c3ccccc3C2=O)c1	i	i	-1.0
N#Cc1c(C(F)(F)F)cc(Cc2ccccc2)nc1SCC(=O)NCC(=O)O	i	i	-3.1
Cn1ccnc1SCC(=O)NC1CCCCC1	i	i	1.0
O=C(Nc1nc(-c2ccc3ccccc3c2)cs1)c1ccc(N2C(=O)CCC2=O)cc1	i	i	0.1
Cc1ccc(-c2cc(=O)c3cc(Cl)ccc3[nH]2)cc1	i	i	-1.4
CCN(C(=O)c1ccccc1F)c1nc(-c2ccc(OC)cc2)cs1	i	i	-2.4
O=C(NCc1ccccc1)c1ccc2ccccc2n1	i	i	0.4
CCN(CC)C(=O)CN1C(=O)c2cccc3cccc1c23	i	i	-0.8
O=C(NCCCn1ccnc1)c1cnn2c1NC(c1ccccc1)CC2C(F)(F)F (stereo not given)	i	-13.6*	-1.2
COC(=O)C1=C(C)N(CC2CC2)C(=NCCN2CCOCC2)N[C@H]1c1ccccc1	i	i	-0.5
O=C(NCCc1ccccn1)c1nc(Cn2cc([N+](=O)[O-])cn2)no1	i	i	-1.1
CC(C)(C)c1nnc(NC(=O)Nc2ccc(Cl)cc2)s1	i	i	-1.7
O=C(COC(=O)CC1CC2CCC1C2)NC(=O)NC1CCCC1 (stereo not given)	i	i	3.5
Other structures.
SMILES	CHT allo act	CHT inh	STK33 inh
Cc1ccc(-n2[nH]c(C)c(/C=N/NC(=O)c3cccc([N+](=O)[O-])c3)c2=O)cc1C	i	i	-1.5
COc1ccc(C)cc1Nc1nc(-c2ccccc2O)nc2ccccc12	i	i	-2.1
O=C(O)c1cccc(Nc2ncnc3ccc(Br)cc23)c1	i	i	2.8
O=C(Nc1ccc(Cl)cc1)N[C@@H]1c2c(ccc3ccccc23)OC[C@@H]1CO	i	i	-2.1
O=C(O)CCNC1CCCCC1	i	i	-0.8
N#Cc1cccc(NC(=S)Nc2ccccc2)c1	i	i	0.0
CN(Cc1ccccc1)S(=O)(=O)c1ccc(Cl)c(C(=O)NCCCN2CCOCC2)c1	i	i	-1.8
COc1ccc(C(=O)N2CCC(C(=O)c3ccc(F)cc3)CC2)cc1	i	i	0.5
CC(C)(C)n1cnc2cc(NCc3cccs3)ccc21	i	i	1.9
COc1ccc2c(c1OC)C(=O)OC2C1c2c(cc3c(c2OC)OCO3)CCN1C (stereo not given)	i	i	0.4&-0.4&-0.9
Cc1[nH]c2ccccc2c1SCC(=O)O	i	i	-2.3
O=C(NCc1cc([N+](=O)[O-])ccc1O)c1cccc(NS(=O)(=O)c2ccccc2)c1	i	i	-2.4
O=C(Oc1ccccc1-c1nnco1)c1ccc(Cl)cc1	i	i	-0.9
CCc1ccc(C(=O)CSc2n[nH]c(-c3ccncc3)n2)cc1	i	i	-0.8
Cc1ccc(/C=N/NC(=O)c2cccc(S(=O)(=O)Nc3ccccc3Cl)c2)s1	i	i	-4.1
CCC(Oc1ccccc1)C(=O)Nc1ccccn1 (stereo not given)	i	i	0.1
CC1CC(C)(C)N(C(=O)CN2CCN(C)CC2)c2ccccc21 (stereo not given)	i	i	-0.8
CCOC(=O)C1CCN(C(=O)Nc2cccc(Cl)c2)CC1	i	i	-0.5
Cc1cc(C(=O)Nc2ccc(S(=O)(=O)N3CCCC3)cc2)no1	i	i	0.1
Nc1ccc(S(=O)(=O)NC2(C(F)(F)F)NC(=O)N(c3ccccc3F)C2=O)cc1 (stereo not given)	i	i	0.3

Rewritten as a markdown table: part of the list above
| molecule | CHT allo act | CHT inh | STK33 inh |
| --- | --- | --- | --- |
| O=C(O)c1cccc(Nc2ncnc3ccc(Br)cc23)c1 | i | i | 2.8 |
| O=C(Nc1ccc(Cl)cc1)N[C@@H]1c2c(ccc3ccccc23)OC[C@@H]1CO | i | i | -2.1 |

Reprinted at random: three records from the list
SMILES	CHT allo act	CHT inh	STK33 inh
O=C(Oc1ccccc1-c1nnco1)c1ccc(Cl)cc1	i	i	-0.9
CCc1ccc(C(=O)CSc2n[nH]c(-c3ccncc3)n2)cc1	i	i	-0.8
O=C(Nc1ccc(Cl)cc1)N[C@@H]1c2c(ccc3ccccc23)OC[C@@H]1CO	i	i	-2.1

(further entries)
SMILES	CHT allo act	CHT inh	STK33 inh
COc1ccc(NC(=O)CCCc2ccccc2)c(OC)c1	i	i	-1.0
COc1ccccc1N1CCN(C(c2cccs2)C(C)NC(=O)C(=O)N2CCCCC2)CC1 (stereo not given)	i	i	-0.6
COc1ccc(NC(=O)NCCCN2CCc3ccccc3C2)cc1	i	i	1.1
COc1ccc2cc(Br)ccc2c1CC(=O)NC1CC(C)(C)NC(C)(C)C1	i	i	6.9
Cc1[nH]n(-c2ccccc2)c(=O)c1/C=C1\C=NN=C1c1ccccc1	i	i	-2.0
Cc1cccnc1CCNCc1c(C(=O)N2C[C@@H](C)O[C@@H](C)C2)nc2ccc(Cl)cn12	i	i	0.6
COC(=O)c1ccc(Cl)c(NC(=O)CN(c2ccc(OC)c(OC)c2)S(C)(=O)=O)c1	i	i	-1.1
CSc1ccccc1NC(=O)c1cc2ncc(Br)cn2n1	i	i	-0.7
CC(=O)Cn1c(N2CCC(Cc3ccccc3)CC2)nc2c1c(=O)[nH]c(=O)n2C	i	i	-1.6
CCCNC(=O)c1cc(Cl)c(NC(=O)C2=CSCCO2)cc1OC	i	i	-1.0
Fc1cccc(CCN2CCNC[C@H]2Cc2cccc3ccccc23)c1	i	i	-1.6
CC(CN1CCCC1)OC(=O)C(c1ccccc1)c1ccccc1 (stereo not given)	i	i	1.6
CCn1c(Cc2ccccc2)nnc1SCc1nc2ccccc2c(=O)[nH]1	i	i	0.3
COCCN(C(=O)COC(=O)CCS(=O)(=O)c1ccccc1)c1c(N)n(Cc2ccccc2)c(=O)[nH]c1=O	i	i	-1.1
CCOC(=O)c1c(C)c(C(=O)Nc2ccc3c(c2)OCCO3)c(C)n1C	i	i	-0.5
Cc1ccc(S(=O)(=O)NCCC(=O)OCC(=O)NCCc2ccccc2)cc1C	i	i	1.8
O=C(O)COc1ccc(/C=N/NC(=O)C(O)(c2ccccc2)c2ccccc2)cc1	i	i	-0.2
COc1cc(/C=N/NC(=O)c2sc(N)c(C#N)c2C)ccc1O	i	i	8.8
O=C(COc1coc(CN2CCc3ccccc3C2)cc1=O)Nc1cccc(F)c1	i	i	0.4
CCOC(=O)Cc1nn(Cc2ccc(Cl)cc2)c(=O)c2ccccc12	i	i	-1.2
COC(=O)C1=C(O)/C(=C/c2ccc(OCC(=O)Nc3ccccc3)cc2)N=C1C	i	i	0.9
CC(C)c1ccc(/C=C/C(=O)n2nnc3ccccc32)cc1	i	i	-0.2
Cc1cc(C)c2cc(C)c3nnc(SCC(=O)NCc4ccc5c(c4)OCO5)n3c2c1	i	i	-1.7
Cc1cc(C(=O)NNC(=S)NCc2ccco2)n(C)n1	i	i	-0.1
O=c1c(-c2ccccc2)n[nH]c2ccccc12	i	i	0.5
COc1ccccc1C1SCCN1S(C)(=O)=O (stereo not given)	i	i	0.3
CCOc1ccc(N2C(=O)CC(Sc3nc4ccc(OCC)cc4s3)C2=O)cc1 (stereo not given)	i	i	-1.2
O=C(Nc1ccccc1O)/C(=C\c1ccccc1)NC(=O)c1ccccc1	i	i	-4.9
CCOC(=O)c1ccc(NC(=O)CCNC(=O)c2ccc([N+](=O)[O-])cc2)cc1	i	i	-0.6
CC(=O)Oc1ccc2nc(-c3ccc(Br)o3)oc(=O)c2c1	i	i	0.1
CCOC(=O)c1sc(N)c(C(=O)OCC)c1C	i	i	-0.1
C#CCOCCOCCOCCNc1nc(N2CCN(C(=O)C([C@@H](C)CC)n3cc(C(N)COC(=O)C(F)(F)F)nn3)CC2)nc(N2CCN(C(=O)[C@H](Cc3cc4ccccc4[nH]3)n3cc(C(N)CO)nn3)CC2)n1 (stereo not given in full)	i	i	2.9
Nc1nc(-c2ccccc2)cc(-c2ccccc2O)n1	i	i	0.9
COc1ccc(C)cc1NC(=O)NCc1ccccn1	i	i	-0.8
